Pf apPOL inh = Pf-apPOL inhibitors, biochemical, fluorescence; Plasmodium falciparum apicoplast DNA polymerase (apPOL); Recombinant Pf-apPOL, molecular beacon fluorescence, 1.5 h; inhibition, % at 10 µM; 210,000 compounds, 0.25% hits; AID 1794808, 2022
mHTT CaM bind = mutant huntingtin-calmodulin interaction inhibitors – biochemical, AlphaScreen, primary screen | P42858 | AlphaScreen His-mHTT/GST-CaM binding, luminescence | inhibition, % at 15 µM | 190,000 compounds, 3.6% hits;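 also: 0% = both proteins with DMSO and 100% = one protein alone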
Target sequence (P42858 whole entry, looked up, stated change not applied): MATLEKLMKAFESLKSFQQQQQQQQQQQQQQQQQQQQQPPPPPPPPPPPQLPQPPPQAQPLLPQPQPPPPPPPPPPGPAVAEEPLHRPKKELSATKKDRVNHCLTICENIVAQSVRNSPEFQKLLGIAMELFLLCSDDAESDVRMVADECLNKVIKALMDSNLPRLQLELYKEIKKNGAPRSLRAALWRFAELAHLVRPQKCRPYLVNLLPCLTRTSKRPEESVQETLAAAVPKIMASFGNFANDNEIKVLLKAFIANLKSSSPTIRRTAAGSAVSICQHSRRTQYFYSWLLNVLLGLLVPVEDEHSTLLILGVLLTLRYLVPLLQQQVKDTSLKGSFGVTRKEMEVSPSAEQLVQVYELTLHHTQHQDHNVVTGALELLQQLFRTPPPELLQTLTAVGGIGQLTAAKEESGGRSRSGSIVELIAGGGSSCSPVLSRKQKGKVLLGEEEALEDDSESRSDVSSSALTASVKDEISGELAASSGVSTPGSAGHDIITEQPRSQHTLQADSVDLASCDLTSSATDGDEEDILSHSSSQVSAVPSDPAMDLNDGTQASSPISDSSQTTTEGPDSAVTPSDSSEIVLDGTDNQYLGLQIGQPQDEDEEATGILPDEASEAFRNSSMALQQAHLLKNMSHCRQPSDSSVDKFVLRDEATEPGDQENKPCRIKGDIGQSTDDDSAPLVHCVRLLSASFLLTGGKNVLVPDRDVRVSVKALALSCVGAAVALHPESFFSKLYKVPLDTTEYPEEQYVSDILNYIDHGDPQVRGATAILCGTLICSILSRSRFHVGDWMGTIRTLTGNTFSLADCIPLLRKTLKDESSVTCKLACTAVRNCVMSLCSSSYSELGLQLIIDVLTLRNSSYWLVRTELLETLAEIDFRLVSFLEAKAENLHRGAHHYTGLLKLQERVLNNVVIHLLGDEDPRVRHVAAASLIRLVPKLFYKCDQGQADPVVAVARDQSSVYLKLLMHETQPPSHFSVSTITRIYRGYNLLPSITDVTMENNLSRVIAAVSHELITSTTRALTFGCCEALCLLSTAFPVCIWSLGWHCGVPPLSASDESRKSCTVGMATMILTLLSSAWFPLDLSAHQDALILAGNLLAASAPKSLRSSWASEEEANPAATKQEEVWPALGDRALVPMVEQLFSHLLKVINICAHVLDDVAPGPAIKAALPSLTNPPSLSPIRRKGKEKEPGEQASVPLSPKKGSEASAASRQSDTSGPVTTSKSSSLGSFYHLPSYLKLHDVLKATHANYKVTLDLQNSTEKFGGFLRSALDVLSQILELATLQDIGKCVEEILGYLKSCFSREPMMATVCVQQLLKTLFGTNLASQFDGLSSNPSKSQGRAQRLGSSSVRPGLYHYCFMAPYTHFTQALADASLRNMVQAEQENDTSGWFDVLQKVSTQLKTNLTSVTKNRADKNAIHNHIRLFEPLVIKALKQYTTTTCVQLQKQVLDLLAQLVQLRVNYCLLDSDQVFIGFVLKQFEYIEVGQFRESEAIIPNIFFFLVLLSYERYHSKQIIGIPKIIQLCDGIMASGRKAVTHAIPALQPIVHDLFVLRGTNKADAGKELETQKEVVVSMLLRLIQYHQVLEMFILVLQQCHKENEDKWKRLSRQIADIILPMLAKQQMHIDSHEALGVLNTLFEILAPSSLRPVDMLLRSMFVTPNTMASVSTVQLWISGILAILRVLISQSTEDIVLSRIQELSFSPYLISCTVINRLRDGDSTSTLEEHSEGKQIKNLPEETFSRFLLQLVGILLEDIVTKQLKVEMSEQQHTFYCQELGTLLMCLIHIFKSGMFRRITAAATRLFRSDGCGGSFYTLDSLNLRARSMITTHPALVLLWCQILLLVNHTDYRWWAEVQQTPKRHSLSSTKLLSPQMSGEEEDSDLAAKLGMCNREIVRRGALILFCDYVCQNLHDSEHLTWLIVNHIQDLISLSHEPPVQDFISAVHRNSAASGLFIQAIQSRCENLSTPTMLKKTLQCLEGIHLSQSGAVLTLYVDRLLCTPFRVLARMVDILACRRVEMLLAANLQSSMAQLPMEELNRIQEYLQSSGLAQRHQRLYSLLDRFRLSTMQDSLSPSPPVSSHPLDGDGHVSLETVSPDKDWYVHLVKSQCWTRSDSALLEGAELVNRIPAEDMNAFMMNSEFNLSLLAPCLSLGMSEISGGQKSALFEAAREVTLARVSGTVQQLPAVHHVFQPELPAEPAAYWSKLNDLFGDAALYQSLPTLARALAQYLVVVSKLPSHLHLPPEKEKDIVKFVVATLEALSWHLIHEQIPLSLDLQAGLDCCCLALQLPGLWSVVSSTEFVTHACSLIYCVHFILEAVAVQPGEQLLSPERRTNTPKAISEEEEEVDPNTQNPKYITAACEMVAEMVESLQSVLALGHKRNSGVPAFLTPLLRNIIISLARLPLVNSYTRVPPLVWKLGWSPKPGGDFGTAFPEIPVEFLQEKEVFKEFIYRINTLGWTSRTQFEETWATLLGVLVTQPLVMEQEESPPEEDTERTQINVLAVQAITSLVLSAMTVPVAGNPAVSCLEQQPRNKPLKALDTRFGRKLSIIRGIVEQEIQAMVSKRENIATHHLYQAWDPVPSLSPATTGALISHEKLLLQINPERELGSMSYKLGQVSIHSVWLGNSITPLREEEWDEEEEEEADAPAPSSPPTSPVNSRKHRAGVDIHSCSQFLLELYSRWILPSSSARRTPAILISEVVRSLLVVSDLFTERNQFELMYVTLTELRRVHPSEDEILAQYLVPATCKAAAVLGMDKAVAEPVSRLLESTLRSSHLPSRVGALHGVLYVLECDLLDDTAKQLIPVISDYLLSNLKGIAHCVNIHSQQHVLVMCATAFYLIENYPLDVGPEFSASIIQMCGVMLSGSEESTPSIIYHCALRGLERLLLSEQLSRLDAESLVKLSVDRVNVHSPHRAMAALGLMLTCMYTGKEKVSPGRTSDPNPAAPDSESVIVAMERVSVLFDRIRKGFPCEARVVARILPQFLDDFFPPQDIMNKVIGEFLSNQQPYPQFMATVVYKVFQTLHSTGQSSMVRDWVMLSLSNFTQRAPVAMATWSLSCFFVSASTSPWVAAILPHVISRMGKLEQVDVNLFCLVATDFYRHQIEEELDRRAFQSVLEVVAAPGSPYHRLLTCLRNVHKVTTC
* hit, by the source's call; i = inactive; x = no result given; + = active, no number; & = joins results of further samples. Rule as the data show it: active = inhibition above about 50%; inactive = the rest. This is a random part of the collection; about 3.5% have a hit in one of these screens.

Molecule | Pf apPOL inh | mHTT CaM bind
Cn1c(=O)c2c(SCc3cccnc3)nc(-c3cccc([N+](=O)[O-])c3)nc2n(C)c1=O | -5 | 5
COc1cc(C=C2Oc3cc(OC(=O)C4CCCCC4)ccc3C2=O)cc(OC)c1OC | -3 | -7
CCc1sc(/C=N\NC(N)=O)cc1Br | x | i
COc1ccccc1C(=O)N1CCN(c2ccc(F)cc2)C(=O)C1C (stereo not drawn) | 4 | -7
O=C(Nc1nnc(-c2ccccc2)s1)c1ccc(Cl)c(S(=O)(=O)N2CCOCC2)c1 | -14 | 1
CCOc1ccc(-n2c(SCC(N)=O)nc3c(c2=O)SCC3)cc1 | 5 | -3
O=c1c2ccccc2c(-c2ccccc2)nn1-c1ccccn1 | -4 | -2
COc1cccc(C(C)NC(=O)c2c(C)noc2-c2ccccc2C)c1 (stereo not drawn) | 1 | -3
COc1cc(C2CC(=O)Oc3ccc(C(C)(C)C)cc32)cc(OC)c1OC (stereo not drawn) | -1 | 30
COc1cc(/C=c2\sc3nc(-c4ccc(Br)cc4)nn3c2=O)cc(OC)c1OC | 6 | -3
COc1ccc(-c2cnc(NC(=O)[C@H]3CCCCN3S(=O)(=O)c3ccc(C)cc3)s2)cc1 | 4 | x
COc1ccc2c(c1)sc(=N)n2CCO | x | 0
COc1ccccc1NC(=O)c1ccc(N2C(=O)CCC2=O)cc1 | -11 | -2
Cc1nc(Nc2ccc(NC(=O)Nc3ccc4c(c3)OCCO4)cc2)cc(-n2ccnc2)n1 | -4 | 44
COc1ccc(CC(=O)N2CCc3c(nc[nH]c3=O)C2)cc1Cl | 0 | -1
COc1ccccc1CNC(=O)c1c(O)c2cccc3c2n(c1=O)CC3 | -6 | 7
Cc1cc(NC(=O)CSc2nnc(N3CCN(C(=O)c4ccco4)CC3)s2)no1 | 2 | -11
NC(=NNS(=O)(=O)c1ccccc1OC(F)(F)F)c1ccc(C(F)(F)F)cn1 | 3 | x
O=C(c1ccc2c(c1)nc1n2CCN(Cc2ccccc2)C1=O)N1CCCCC1 | 2 | -5
CC(C)c1ccc(OCC(=O)Nc2cc(C(=O)N3CCCC3)cn(C)c2=O)cc1 | -38 | 9
COc1ccc(NC(=O)N2CCC3(C2)C(=O)Nc2ccccc23)c(OC)c1 (stereo not drawn) | -4 | 8
OC(CNCCOc1ccccc1)Cn1c2ccccc2c2ccccc21 (stereo not drawn) | x | 85*
CN(C(=O)COc1ccccc1Cl)c1ccccc1 | -11 | -4
Cc1ccc2nc(NCCO)[nH]c2c1 | 0 | 1
COC(=O)[C@@H](Cc1ccccc1)N(Cc1ccccc1)S(=O)(=O)N(Cc1ccccc1)[C@H](Cc1ccccc1)C(=O)OC | -1 | 3
O=C(/C=C/c1ccc([N+](=O)[O-])s1)Nc1cccc2c1C(=O)c1ccccc1C2=O | -3 | 0
Cc1cc(C)cc(NC(=O)CSc2nc3c(c(=O)n2-c2ccc([N+](=O)[O-])cc2)SCC3)c1 | -5 | 13
O=C(Nc1nnc(-c2ccc(Br)s2)o1)c1cccs1 | -27 | 6
O=C(NCc1ccco1)N1CCC(c2ccn3ncc(C(=O)N4CCOCC4)c3c2)CC1 | -1 | 6
COCc1[nH]nc2c1C(c1ccc(OC)c(OC)c1)C(C#N)=C(N)O2 (stereo not drawn) | -1 | 0
N/C(=N\O)c1nonc1N | x | i
COc1cc(/C=C2/N=C(c3ccc(F)cc3)OC2=O)cc(OC)c1OC | -1 | 5
NC(=O)Cc1nc2ccccc2[nH]1 | 97* | -5
C=CCc1c(C)nc2nc(SCc3cc(=O)n4ccc(Br)cc4n3)nn2c1C | -7 | 28
COC(=O)c1c(OC)ccc(N=CNO)c1OC | -27 | x
c1cn(-c2cc(N3CCCCC3)ncn2)cn1 | -6 | -9
CCOc1ccc(NC(=O)COc2cccc(NC(C)=O)c2)cc1 | -2 | 4
COCCNC(=O)Nc1nnc(SC)s1 | -4 | -15
Nc1ncc(Cc2ccccc2[N+](=O)[O-])s1 | 0 | 20
CCOc1ccc(C(=O)Nc2ccc3nn(-c4ccc(OC)cc4)nc3c2)cc1[N+](=O)[O-] | -6 | 2
CC(NC(=O)c1c(O)c2sccc2[nH]c1=O)c1ccncc1 (stereo not drawn) | -3 | -6
CC(C)(C)c1ccccc1OC(=O)c1ccccc1 | -1 | -87
COc1cncc(C(=O)NCc2ccccc2Cl)c1 | -6 | 10
CCN1C(=O)C2(OCCO2)c2cc([N+](=O)[O-])ccc21 | -17 | -4
CN1CCN(S(=O)(=O)c2ccc(Br)cc2)CC1 | x | -7
Cc1cc(NC(=O)c2ccc(-c3cncnc3)nc2)ccc1Br | -40 | 7
COc1cccc(C(N)C(=O)O)c1 (stereo not drawn) | -4 | 2
O=C(CSCC(=O)Nc1ccccc1)NNC(=O)c1ccccc1 | -2&-4 | x
CCNC(=O)N1CCCC(c2cccc(C(=O)NCc3ccccc3OC)c2)C1 (stereo not drawn) | -4 | 10
CC(C)NC(=O)c1ccc(OCC2CCN(C(=O)C(C)C)CC2)cc1 | -2 | 8
COCCn1cc2c3c(cccc31)CN(C(=O)Nc1cccc(C#N)c1)CC2 | 0 | -5
COc1ccccc1CCNC(=O)C1CCN(CC(=O)Nc2ccc(F)cc2)CC1 | -6 | -3
O=C(CCn1ccc(=O)[nH]c1=O)N1CC(c2nc(Cc3ccccc3)no2)C1 | -3 | -3
COc1ccc(C=C2Oc3c(ccc(OS(C)(=O)=O)c3C)C2=O)cc1OC | -5 | 0
O=C(O)CC(CC(=O)O)c1ccc(Cl)cc1Cl | -14 | x
CC(C)CC1=NN2C(=N)/C(=C/c3cccs3)C(=O)N=C2S1 | -2 | -1
Cc1nc(C)c(-c2ccc(SCC(=O)Nc3nc4ccccc4s3)nn2)s1 | 8 | 6
CC(C)(C)C(O)CCNC(=O)C(=O)NC1CC1 (stereo not drawn) | -7 | -12
N#CC1=C(N)Nc2oc(-c3ccccc3)nc2C1c1cccs1 (stereo not drawn) | -12 | 4
N[C@@H](Cn1ccc(=O)c(O)c1)C(=O)O | -3 | x

(more compounds)
Molecule | Pf apPOL inh | mHTT CaM bind
O=C(NCc1ccc(F)cc1)C1CCN(c2nnc(-c3ccccc3)o2)CC1 | -7 | 2
COc1ccc(Cc2nc3c4c5c(sc4ncn3n2)C(C)(C)NC(C)(C)C5)cc1 | -5 | -3
NC(=S)N/N=C/c1cc(Cl)cc(Cl)c1O | x | +
COC(C(=O)NC1CC1)c1ccccc1 (stereo not drawn) | -3 | -6
COc1ccc(C2NN=C3c4[nH]c5ccc(C)cc5c4CCC32)cc1 (stereo not drawn) | -2 | 46
O=C(NCC1(c2ccccc2)CCOCC1)Nc1ccccc1C(F)(F)F | -6 | -19
O=C(Nc1nc2c(s1)Cc1ccccc1-2)c1ccc2ncsc2c1 | 10 | 2
c1ccc(-c2[nH]ncc2CN2CCc3ccccc3C2)cc1 | -1 | x
CCc1noc(-c2cccnc2N2CCCN(C(=O)c3cc(OC)cc(OC)c3)CC2)n1 | 2 | -2
CSCCC(NS(=O)(=O)c1cccs1)C(=O)Nc1ccc(Br)c(C)c1 (stereo not drawn) | -2 | 10
O=c1ccc(-c2noc(-c3ccc4cc[nH]c4c3)n2)c[nH]1 | 22 | 11
Nc1cnn(C2OC(COC(=O)c3ccccc3)C(O)C2O)c(=O)n1 (stereo not drawn) | -5 | x
CCS(=O)(=O)c1ncc(Cl)c(C(=O)Nc2ccc(Oc3ccccc3)cc2)n1 | -3 | 98*
Cc1nn(-c2ccccc2)c2c1C(c1ccc(Cl)c([N+](=O)[O-])c1)C(C#N)=C(N)O2 (stereo not drawn) | 1 | 28
Cc1cccc(CS(=O)(=O)Cc2ccc(C(=O)NCc3ccc(F)cc3)o2)c1 | -23 | 4
COc1ccccc1NC(=O)c1cc(-c2ccc(F)cc2)c[nH]1 | -8 | -7
COc1ccc(Nc2c(C(=O)N3CCCCC3C)cnc3nc(C)ccc23)cc1 (stereo not drawn) | 2 | 2
Cc1ccc2c(c1)C(N1CCN(C(=O)C(C)C)CC1)=Nc1ccccc1O2 | -5 | 38
CCc1cc(C2CCCN2C(=O)c2c(-c3c(F)cccc3Cl)noc2C)on1 (stereo not drawn) | 4 | -5
CC(=O)Nc1ccc(Br)cc1C(NCC(=O)O)c1ccccc1 (stereo not drawn) | -2 | 3
COc1ccc(C2C(C(=O)Nc3ccc(C)cn3)=C(C)NC3=C2C(=O)CC(C)(C)C3)c(OC)c1 (stereo not drawn) | -31 | 4
O=C(Nc1ccc(F)c(F)c1)c1ccc(-c2cncnc2)nc1 | 0 | 2
COc1cc(-c2noc(C)c2-c2ccc(-c3cc(C(=O)O)c4ccccc4n3)cc2)cc(OC)c1OC | 2 | 12
COc1cc(C2c3cc4c(cc3C(O)C3COC(=O)C23)OCO4)cc(OC)c1OC (stereo not drawn) | -7 | x

Part of the list above, as labelled records:
CC(=O)Nc1ccc(Br)cc1C(NCC(=O)O)c1ccccc1 (stereo not drawn)
  Pf apPOL inh = -2; mHTT CaM bind = 3
CCS(=O)(=O)c1ncc(Cl)c(C(=O)Nc2ccc(Oc3ccccc3)cc2)n1
  Pf apPOL inh = -3; mHTT CaM bind = 98*
COc1ccc(C2C(C(=O)Nc3ccc(C)cn3)=C(C)NC3=C2C(=O)CC(C)(C)C3)c(OC)c1 (stereo not drawn)
  Pf apPOL inh = -31; mHTT CaM bind = 4
O=C(Nc1ccc(F)c(F)c1)c1ccc(-c2cncnc2)nc1
  Pf apPOL inh = 0; mHTT CaM bind = 2

The main list resumes; the three compounds before the break are reprinted first.
Molecule | Pf apPOL inh | mHTT CaM bind
O=C(Nc1ccc(F)c(F)c1)c1ccc(-c2cncnc2)nc1 | 0 | 2
COc1cc(-c2noc(C)c2-c2ccc(-c3cc(C(=O)O)c4ccccc4n3)cc2)cc(OC)c1OC | 2 | 12
COc1cc(C2c3cc4c(cc3C(O)C3COC(=O)C23)OCO4)cc(OC)c1OC (stereo not drawn) | -7 | x
O=C(O)CCC(=O)Nc1cccc(NC(=O)c2cccs2)c1 | 4 | 7
CCc1nc(N2CCCCC2)c2c(C)nn(-c3ccccc3)c2n1 | -3 | -63
COc1cccc(C2CC(=O)Nc3n[nH]c(C)c32)c1OCc1ccc(F)cc1 (stereo not drawn) | -1 | -3
NCCCNC(=O)c1c(O)c2cccc3c2n(c1=O)CC3 | 6 | 6
COC(=O)c1ccc2c(c1)CC(CNC(=O)c1ccccc1C(F)(F)F)O2 (stereo not drawn) | -2 | -6
COc1cc(/C=C2\C(=O)ON=C2C)cc(Br)c1OCc1ccccc1F | -4 | 64*
O=C(NC1CC1)c1cccc(OCC2CCCN(C(=O)C3CC3)C2)c1 (stereo not drawn) | -3 | 6
c1ccc(-c2noc(CSc3nnnn3C3CCCCC3)n2)cc1 | 2 | -2
O=C(Nc1cccc(C(F)(F)F)c1)O[C@@H]1C[C@H]2C[C@@H]1[C@H]1CCCCN1[C@H]2Cc1ccccc1 | -5 | 29
O=C(CCc1csc(NC(=O)c2ccc[nH]c2=O)n1)NCc1ccc2c(c1)OCO2 | -5 | -2
O=S(=O)(c1cccs1)N1CCC2(CC1)Nc1cccnc1NC2=NC1CCCC1 | -1 | 17
CCCCNC(=O)c1cc(S(=O)(=O)N2CCC3(CC2)OCCO3)ccc1F | -6 | -4
COc1ccc(CNc2cccc(N(C)C)c2)cc1 | -3 | 96*
O=C(Nc1c2c(nn1-c1ccc([N+](=O)[O-])cc1)CSC2)C12CC3CC(CC(C3)C1)C2 | -4 | 25
N#Cc1c(NC(=O)CSc2ccccc2)sc2c1CCCC2 | 0 | 10
O=C(c1ccc(C(F)(F)F)s1)N1CC2CC1CC2NS(=O)(=O)c1ccccc1 (stereo not drawn) | -5 | 0
CCC(C(=O)Nc1ccc(OC)c(OC)c1)c1ccccc1 (stereo not drawn) | -8 | -6
CCOc1cccc(C(=O)Nc2cc(-c3nc4ncccc4o3)ccc2C)c1 | 4 | -3
O=C(CCNS(=O)(=O)c1cccs1)Nc1ncc(Br)s1 | -2 | 13
Cc1ccc(NC(=O)C(c2ccccc2)c2ccccc2)c([N+](=O)[O-])c1 | -17 | 5
O=C(Nc1nc(C(=O)N2CCN(c3cccc(C(F)(F)F)c3)CC2)co1)C1CC1 | -4 | 16
Cc1nn(C)c(C)c1CNC(=O)C1CCCN(c2cnn(Cc3ccccc3)c(=O)c2)C1 (stereo not drawn) | -5 | 4
CCNC(=O)COc1cc(C)c(Br)c(C)c1 | -3 | -6
CCc1ccccc1NC(=O)N1CCCC1c1c(C)noc1CC (stereo not drawn) | 0 | 0

Reprinted at random: two entries already listed, in no set order.
Molecule | Pf apPOL inh | mHTT CaM bind
COc1ccc(CNc2cccc(N(C)C)c2)cc1 | -3 | 96*
N#Cc1c(NC(=O)CSc2ccccc2)sc2c1CCCC2 | 0 | 10

The listing continues.
Molecule | Pf apPOL inh | mHTT CaM bind
Nc1ccc(-c2nc3ccc(C(=O)O)cc3[nH]2)cc1 | 9 | 4
CC1(C)OC(=O)C(=CNc2ccccc2C(F)(F)F)C(=O)O1 | 0 | -4
Cc1ccc(-c2noc(C3CCCN3S(=O)(=O)c3ccc(C)c(Cl)c3)n2)cc1 (stereo not drawn) | 2 | -14
O=C(Nc1ccccc1)N1CCc2nc(-c3ccc(F)cc3)ncc2C1 | -1 | 0
CSC1=NC(c2ccc(N(C)C)cc2)NN1 (stereo not drawn) | -2 | x

Screening data: PubChem, University of Kansas High Throughput Screening Laboratory
